# FXN GAA850 act: FXN promoter activators, primary screen, cell-based, luciferase luminescence, HEK293 lucGAA850 | 360,000 tested, 0.56% active | activation, % at 6 µM | HEK293 lucGAA850 FXN promoter luciferase reporter, 24 h; percent of 10 µM SAHA response;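 active = activation above the average of all compounds screened plus 3 SD, cutoff fixed separately per campaign, cut at about 7.5% in these data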;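 note: 0% = DMSO wells and 100% = 10 µM SAHA wells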
# SMARCA2 activ: SMARCA2 (BRM) function activators, primary screen, cell-based, luminescence, high throughput; MG213 cells, MMTV-luciferase reporter, dexamethasone, overnight; activation, % at 9.1 µM; 370,000 tested, 1% active; in the data active = activation above about 7.8%;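 note: 0% = vehicle wells and 100% = reference activator wells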
# DAX1 inh-1: DAX1 (NR0B1) inhibitors on StAR promoter, primary screen, cell-based, luminescence, SF-1 (NR5A1), full-length DAX-1; inhibition, % at 6.8 µM; AID 652010, 2013; HEK293T StAR-luciferase reporter, SF-1/DAX-1 repression relief; 370,000 tested, 1.1% active;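 active = inhibition above the mean over all tested compounds plus 3 SD, cut at about 3.6% in these data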;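 note: 0% = DAX-1 cells with DMSO and 100% = cells lacking DAX-1 with DMSO; higher inhibition means more luminescence from relief of DAX-1 repression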
# DAX1 inh-2: DAX1 (NR0B1) inhibitors, primary screen, cell-based, HEK293, Gal4-DAX1, luciferase luminescence; Nuclear receptor subfamily 0 group B member 1 (Homo sapiens), P51843; HEK293 Gal4-DAX1 luciferase reporter; inhibition, % at 6.75 µM; 340,000 tested, 0.99% active; AID 504766, 2011;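 active = inhibition above the mean over all tested compounds plus 3 SD, cut at about 4.2% in these data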;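 note: 0% = DAX1-transfected cells with DMSO and 100% = empty-vector control cells with DMSO; inhibition shows as a rise in luminescence from relieved DAX1 repression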
# Target sequence (P51843 207-470 limits assumed): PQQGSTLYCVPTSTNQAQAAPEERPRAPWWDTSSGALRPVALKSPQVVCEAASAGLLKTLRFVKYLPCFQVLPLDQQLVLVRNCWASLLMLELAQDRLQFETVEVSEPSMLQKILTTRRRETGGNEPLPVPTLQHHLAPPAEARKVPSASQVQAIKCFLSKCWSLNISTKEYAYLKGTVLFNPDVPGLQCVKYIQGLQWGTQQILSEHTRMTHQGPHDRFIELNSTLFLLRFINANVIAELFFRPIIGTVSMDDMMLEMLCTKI
# ADAM17 inh: ADAM17 inhibitors, primary screen, biochemical, QFRET. recombinant ADAM17, EDANS/DABCYL FRET peptide cleavage. inhibition, % at 6.95 µM. 370,000 tested, 0.83% active. AID 720648, 2013;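 active = inhibition above the mean of compounds lying between control limits plus 3 SD, set per campaign, cut at about 8.5% in these data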;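 note: 0% = DMSO-only wells as the low control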
# NPR1 activator: GC-A stimulated cGMP production enhancers – HEK293 GC-A cells, cGMP TR-FRET, EC30 ANP, primary screen. 0% at EC30 ANP, 100% saturating ANP. AID 1671463, 2021. activation, % at 10 µM. 370,000 tested, 0.14% active. Atrial natriuretic peptide receptor 1 (Homo sapiens), P16066; in the data active = activation above about 40%
# ssDAF12 agonist: S. stercoralis DAF-12 nuclear receptor activators, primary screen, cell-based, luminescence, HEK293, GRIP1 co-expression, lit1-tk-luc; Nuclear hormone receptor DAF-12 (Strongyloides stercoralis); HEK293 ssDAF-12/GRIP1 lit1-tk-luc reporter; % of 3 µM dafachronic acid response; activation, % at 6.8 µM; 370,000 tested, 1% active; AID 652126, 2013;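 active = activation above the mean over all tested compounds plus 3 SD, cut at about 0.9% in these data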;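 note: 0% = DMSO-only wells and 100% = 3 µM delta7-dafachronic acid wells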
# hcDAF12 agonist: H. contortus DAF-12 nuclear receptor activators, primary screen, cell-based, luminescence, HEK293, lit1-tk-luc reporter. activation, % at 6.8 µM. 370,000 tested, 1.4% active. HEK293 hcDAF-12 lit1-tk-luc reporter; 0% DMSO, 100% Δ7-dafachronic acid. AID 652067, 2013;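 active = activation above the mean of all tested compounds plus 3 SD, cut at about 5.5% in these data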;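 note: 100% = response to 3 µM Δ7-dafachronic acid high control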
# ADAM10 inh: human ADAM10 inhibitors, primary screen, biochemical, QFRET, HTS; 370,000 tested, 0.62% active; AID 720582, 2013; inhibition, % at 7 µM; Disintegrin and metalloproteinase domain-containing protein 10 (Homo sapiens), O14672; recombinant ADAM10, EDANS/DABCYL FRET peptide cleavage, 3 h;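 active = inhibition above a per-campaign cutoff equal to the mean of compounds falling between control-based bounds plus 3 SD, cut at about 20% in these data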;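 note: 0% = DMSO wells while the 100% control is not disclosed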
# Target sequence (O14672 214-748 limits assumed): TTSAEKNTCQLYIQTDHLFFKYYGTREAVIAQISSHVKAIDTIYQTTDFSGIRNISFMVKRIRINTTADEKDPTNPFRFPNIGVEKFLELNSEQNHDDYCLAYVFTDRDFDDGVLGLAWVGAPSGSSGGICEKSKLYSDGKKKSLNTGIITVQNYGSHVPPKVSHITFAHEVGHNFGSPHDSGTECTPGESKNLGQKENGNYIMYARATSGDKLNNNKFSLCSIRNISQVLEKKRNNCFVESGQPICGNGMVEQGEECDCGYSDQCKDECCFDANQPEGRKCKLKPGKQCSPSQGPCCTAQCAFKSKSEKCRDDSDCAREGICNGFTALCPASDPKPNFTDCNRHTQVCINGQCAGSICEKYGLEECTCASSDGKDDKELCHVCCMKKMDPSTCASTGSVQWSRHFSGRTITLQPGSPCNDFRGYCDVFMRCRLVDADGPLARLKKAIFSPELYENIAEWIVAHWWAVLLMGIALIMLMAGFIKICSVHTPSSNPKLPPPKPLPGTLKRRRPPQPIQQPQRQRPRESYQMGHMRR
# hgDAF-12 ag: H. glycines DAF-12 receptor agonists, primary screen, cell-based, luminescence, HEK293, GAL4 fusion, UAS-luciferase | Nuclear hormone receptor DAF-12 (Heterodera glycines), GAL4 fusion | HEK293 GAL4-hgDAF12 UAS-luciferase reporter, agonist luminescence; normalized to butyrate control | activation, % at 6.8 µM | 370,000 tested, 1.8% active | AID 687014, 2013;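 active = activation above a cutoff set at the mean of all screened compounds plus 3 SD, cut at about 10% in these data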;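 note: 0% = DMSO wells and 100% = sodium butyrate wells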
# PG9 binder: binders of HIV-1 gp120 antibody PG9, primary screen, biochemical, TR-FRET. HIV-1 gp120 / PG9 antibody interaction. TR-FRET gp120-PG9 antibody binding. inhibition, % at 6.7 µM. 360,000 tested, 0.43% active; in the data active = inhibition above about 8.5%
# Starred values were filed as active, the others as inactive; i = inactive; nt = no result given. Random draw from the library, and some 6.8% of all compounds hit somewhere here.
SMILES,FXN GAA850 act,SMARCA2 activ,DAX1 inh-1,DAX1 inh-2,ADAM17 inh,NPR1 activator,ssDAF12 agonist,hcDAF12 agonist,ADAM10 inh,hgDAF-12 ag,PG9 binder
CCC1(CC)NC(=O)N(CC(=O)Nc2ccc(S(=O)(=O)N3CCOCC3)cc2)C1=O,1.1,-5,0.7,-1.8,1,-1,-1.1,-0.6,-1,-3.4,0.8
CCN1CCN(c2nc(S(=O)(=O)c3ccc(C)cc3)c(Cl)s2)CC1,3.4,-3,-0.3,-1.7,-1,-1,-1.2,-2.2,-5,-0.4,-1.1
CC(C)CN(C(=O)c1ccc(C(F)(F)F)cc1)c1c(N)n(CC(C)C)c(=O)[nH]c1=O,-0.7,-2,0.5,-0.2,0,-1,-0.5,1.2,0,-2.5,-3.3
CCCCn1c(-c2cccc3ccccc23)nc2cc3[nH]c(=O)c(C(C)C)nc3cc21,-2.1,1,-0.1,-0.8,-89,5,-1.2,0.0,-307,-2.2,1.6
CCOc1ncccc1C(=O)OCc1ccc(C(=O)OC)o1,0.3,-1,-0.5,0.9,-1,1,-1.4,-0.3,1,2.9,0.8
CC1(C)CC(N2CCCC2)=CC(=[N+]2CCCC2)C1,-1.4,-3,-2.2,-2.8,-1,-2,-3.0,-4.9,14,-8.6,-3.7
CC(C)C(C)NC(=O)CN1C(=O)NC2(CCCc3ccccc32)C1=O (stereo not drawn),0.5,2,-0.2,0.8,0,-1,-0.1,-0.9,8,-2.3,0.0
CC(C)NC(=O)CC1C(=O)NCCN1CC(c1ccccc1)c1ccccc1 (stereo not drawn),1.1,-3,0.3,-0.4,-7,-10,-0.6,-0.7,-4,-2.1,-0.1
Cc1ccc(-c2cc(-c3ccccc3)nc(N)c2C#N)o1,3.2,-1,-0.9,0.0,i,2,-1.1,-0.1,i,-2.0,-1.3
O=C(CCCN1C(=O)NC2(CCCC2)C1=O)Nc1cccc(S(=O)(=O)N2CCOCC2)c1,-0.3,-2,-1.0,1.0,2,-1,-0.7,-1.3,-2,0.1,0.1
CC(NCCCOc1cccc2ccccc12)c1ccccc1 (stereo not drawn),5.1,-3,-0.4,1.5,-2,-29,-1.8,-1.2,-10,-0.2,-0.9
CC(C)(C)C1CCc2c(sc(NC(=O)C3CC=CCC3C(=O)O)c2C#N)C1 (stereo not drawn),2.5,5,0.4,-0.5,7,2,-0.4,-1.7,8,3.3,-2.5
O=C(OCc1ccccc1)/C(=C/c1cccc([N+](=O)[O-])c1)NC(=O)c1ccco1,0.5,-3,-3.4,-0.1,0,-3,-1.9,-4.0,-8,-4.4,2.1
CCC(C)N(C(=O)Cn1c(=O)cnc2ccccc21)C1CCS(=O)(=O)C1 (stereo not drawn),-0.9,-1,1.2,-0.3,-26,2,-0.6,-0.6,-86,0.9,0.0
Cc1cc2oc(=O)cc(CN(C)Cc3cccc(F)c3)c2cc1Cl,1.1,0,0.3,0.0,-2,-7,-0.9,-0.4,-2,4.7,-1.2
CCOC(=O)c1ccc(N/N=C/c2cc(Br)cc([N+](=O)[O-])c2O)cc1,0.5,3,-0.2,-1.7,-1,-1,-0.8,-0.8,13,2.0,-2.2
Cc1ccc(-c2nnn(CCC(=O)NC(C)(C)C)n2)cc1,4.1,0,1.7,2.0,0,-1,-1.2,3.1,2,6.5,-0.6
Nn1c(SCC(=O)Nc2ccc(Oc3ccccc3)cc2)nnc1C1CC1,-2.2,-1,-0.2,-0.3,2,5,-1.8,-1.6,-1,-1.9,1.5
N#CCn1c2ccccc2c2nc3ccccc3nc21,9.3*,-1,-0.5,0.8,-10,14,-1.3,1.0,-14,-0.6,0.5
NC(=O)c1cccc2c(=O)oc3ccccc3c12,0.8,-4,-0.4,-0.1,-3,4,-1.2,-2.2,-19,-2.0,1.7

# Brought forward from above: 3 entries; new compounds follow.
SMILES,FXN GAA850 act,SMARCA2 activ,DAX1 inh-1,DAX1 inh-2,ADAM17 inh,NPR1 activator,ssDAF12 agonist,hcDAF12 agonist,ADAM10 inh,hgDAF-12 ag,PG9 binder
Nn1c(SCC(=O)Nc2ccc(Oc3ccccc3)cc2)nnc1C1CC1,-2.2,-1,-0.2,-0.3,2,5,-1.8,-1.6,-1,-1.9,1.5
N#CCn1c2ccccc2c2nc3ccccc3nc21,9.3*,-1,-0.5,0.8,-10,14,-1.3,1.0,-14,-0.6,0.5
NC(=O)c1cccc2c(=O)oc3ccccc3c12,0.8,-4,-0.4,-0.1,-3,4,-1.2,-2.2,-19,-2.0,1.7
Cc1ccc(CNC(=O)Cn2ccc3ccccc3c2=O)o1,3.4,-3,0.1,0.9,-8,2,-1.3,-1.0,-10,-1.6,-2.8
Cc1ccc(Cn2c(C(C)Nc3nc(-c4ccc(F)cc4)cs3)nc3cc(C(=O)NCCCO)ccc32)cc1 (stereo not drawn),1.1,1,1.8,-1.1,4,25,-1.0,1.2,2,-0.2,0.7
O=C(NC1CCCC1)C1CCCN(S(=O)(=O)c2ccc(-n3cnnn3)cc2)C1 (stereo not drawn),-2.3,-2,-0.4,0.5,-2,0,-1.2,0.1,1,0.1,0.7
O=S(=O)(CCSc1ccc(C(F)(F)F)cn1)c1ccc(Cl)cc1,0.2,0,0.2,-1.9,1,1,-1.5,-0.3,2,-1.2,-1.7
CC(CCn1cccn1)NC(=O)c1cc(COc2ccc(F)cc2F)on1 (stereo not drawn),0.9,2,-0.3,0.6,0,12,-0.9,-0.9,3,-2.4,-3.4
COc1cc(CNCCSc2nnnn2C)cc(Br)c1OCc1ccccc1,-0.7,-3,0.1,-0.2,-4,-6,-1.3,-1.0,0,0.9,-4.0
CCCc1cc(=O)[nH]c(Nc2ccc(O)cc2)n1,-0.8,-3,0.5,0.7,4,-4,-0.5,-0.7,6,-0.2,-4.2
CCOC(=O)C(C(C)=O)c1c(Br)c(O)c(O)c2c(C(=O)c3ccc(C)cc3)coc12 (stereo not drawn),-8.6,-8,-3.4,-2.4,2,1,-1.7,-1.5,10,-11,9.4*
O=S(=O)(Nc1ccc(Br)cn1)c1ccc(Cl)s1,-0.6,-2,0.0,0.4,-2,0,-0.1,2.5,-12,-3.3,0.7
O=C(O)c1ccc(/C=C2\SC(=S)N(NC(=O)c3ccc(Br)cc3)C2=O)cc1,0.7,-4,-0.6,0.2,-3,-2,-0.9,2.8,-4,1.2,-1.1
Cc1ccc(S(=O)(=O)NC(=O)NCc2ccccc2)cc1,-0.7,-4,0.0,1.1,-5,-1,-1.4,-0.9,0,0.3,0.7
COc1ccc(-n2c(O)c(/C=N/n3cnnc3)c3ccccc3c2=O)cc1,-1.5,-4,-0.3,-1.6,-21,-1,-1.2,-1.4,-57,-0.4,-0.6
CN(C(=O)c1ccc2ccccc2c1)c1ccccn1,2.1,3,0.5,1.0,-2,-7,-0.8,1.2,-2,0.6,-0.6
CC(=O)Nc1ccc(SC[C@H](c2ccccc2)N2CCN(CCc3ccccc3)CCC2=O)cc1,nt,5,-0.1,nt,3,-2,-1.4,-0.6,1,1.0,0.8
O=C(NCN1CCN(c2ccccc2F)CC1)c1cccnc1,-0.9,0,-1.0,0.1,-2,3,-1.2,1.5,2,-0.1,-3.2
CCN1CCN(Cc2ccc(NC(=O)c3ccc(C)c(NC(=O)c4nccn4C)c3)cc2C(F)(F)F)CC1,-2.3,0,0.1,0.0,-4,2,-1.1,-3.1,-16,0.5,0.0
CCN(CC)CC(=O)Nc1sc2c(c1C(=O)c1ccccc1C)CCC2,-0.2,-4,0.2,-0.2,-1,2,-1.1,-0.3,-2,-3.6,1.8
O=C(NC1=NCCS1)c1cc(-c2ccccc2)nn1-c1ccccc1,-0.5,-3,-0.1,1.6,-1,-8,-1.3,-1.2,-6,-0.9,0.1
CC1CCN(C(=O)COC(=O)CSc2ccc(C(N)=O)cc2[N+](=O)[O-])CC1,-0.5,-2,1.5,0.3,-2,-4,-0.4,0.4,-7,0.9,-0.4
Cc1cccc(CN2CCN(Cc3ccco3)CC2)c1,0.3,0,-0.2,1.0,-3,-1,-1.1,-0.9,-1,0.7,-0.9
Cc1ccc(CN2C(=O)CCC2C(=O)NC2CC2)cc1 (stereo not drawn),-1.8,-1,0.4,0.2,0,5,-1.6,1.2,5,0.8,1.5
C#Cc1ccc(NC(=O)C2(C)CCN2C(=O)C2(c3ccccc3)CC2)cc1 (stereo not drawn),-1.5,-4,-1.6,nt,2,-6,-1.3,-2.2,3,-5.7,-0.5
O=C(NC1CCN(C(=S)NCc2ccco2)CC1)C1CCCCC1,0.9,-3,-0.1,-0.2,-5,1,-1.9,-2.1,5,0.1,-0.7
CCN(C(=O)c1ccccc1Cl)c1ccccc1,-0.3,-1,-0.1,-0.2,-3,-2,-1.1,-1.2,5,-1.9,0.1
NS(=O)(=O)c1ccc(NC(=S)N2CCCC2)cc1,-0.2,-1,1.4,0.0,-5,4,-1.0,-0.7,3,-0.6,-2.6
Cc1ccc2c(C)c(C(=O)NCCc3ccco3)oc2c1C,1.3,-1,0.9,0.7,1,4,-0.4,-1.1,4,1.1,0.0
CC1(C)CC(=O)C2=C(C1)Nc1cc3c(cc1C2c1ccc(F)cc1)OCO3 (stereo not drawn),1.9,0,0.1,0.2,-33,5,-0.8,0.3,-101,1.1,0.6
CN(C)C1=NCCN1CCc1cccc(F)c1,1.9,1,-0.2,1.3,-2,3,-1.1,-0.4,-8,0.2,-1.4
Cc1ccc(CNC(=O)CCC2CCCN(C(=O)CCC(F)(F)F)C2)o1 (stereo not drawn),0.1,-5,0.6,-0.6,-8,-2,-1.2,0.0,-9,-0.2,-0.2
O=C(COC(=O)/C=C/c1ccco1)NCc1ccccc1,-0.1,-1,-0.4,1.4,-4,-1,-1.3,-2.6,2,-2.7,0.2
Cc1ccc(C)c(S(=O)(=O)N2CCCOC2CNC(=O)C(=O)NCc2cccnc2)c1 (stereo not drawn),5.0,-5,0.9,0.3,-5,8,-0.7,1.1,-6,1.0,0.3
CCCCCC(=O)OCc1ccc(C2=CC(=O)CC(C)(C)C2=O)cc1,-1.3,-4,4.2*,0.7,-2,2,-1.0,1.1,-2,6.8,1.9
O=C(CN(C(=O)Cn1nnc(-c2ccc(F)cc2)n1)c1ccc(F)cc1)NC1CCCC1,0.2,-5,-0.1,-0.8,-2,-1,-0.8,-0.4,16,-1.0,-1.9
